PTHR1 ag = qHTS for PTHR1 Agonists: Primary Screen. Parathyroid hormone/parathyroid hormone-related peptide receptor (Homo sapiens), Q03431. HEK293 GP2 PTHR1 cells, GloSensor cAMP luminescence, 1 h. Potency, µM (highest dose often 115 µM), without a hit: at the highest dose activation, hits mostly activators. 410,000 tested, 0.075% active. AID 743266, 2014; note: potency is the fitted concentration of half-maximal effect; nearly all actives have a fitted effect of over 55% in size; some results filed as inactive show a strong effect at the top dose; inactives centre near -15; many of its hits are not listed in these tables
Target sequence (Q03431 whole entry, looked up): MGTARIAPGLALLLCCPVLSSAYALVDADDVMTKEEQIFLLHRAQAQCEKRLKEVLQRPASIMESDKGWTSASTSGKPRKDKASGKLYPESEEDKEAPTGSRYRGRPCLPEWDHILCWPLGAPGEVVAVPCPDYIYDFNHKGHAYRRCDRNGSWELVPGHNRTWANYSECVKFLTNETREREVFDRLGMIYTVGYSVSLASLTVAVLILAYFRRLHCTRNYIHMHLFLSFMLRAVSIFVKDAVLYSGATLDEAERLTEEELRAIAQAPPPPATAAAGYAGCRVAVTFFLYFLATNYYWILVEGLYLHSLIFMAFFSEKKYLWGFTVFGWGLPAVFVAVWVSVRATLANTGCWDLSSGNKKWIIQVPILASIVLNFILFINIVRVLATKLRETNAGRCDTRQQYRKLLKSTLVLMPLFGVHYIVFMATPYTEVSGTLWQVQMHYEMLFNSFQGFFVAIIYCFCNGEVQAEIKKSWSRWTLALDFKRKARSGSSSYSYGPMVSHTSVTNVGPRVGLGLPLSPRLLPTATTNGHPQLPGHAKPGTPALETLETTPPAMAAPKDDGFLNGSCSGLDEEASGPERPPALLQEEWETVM
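HEK-293-derived GP2 cells expressing PTHR1 and a GloSensor cAMP reporter, 3,000/well, plated overnight, given luciferin plus IBMX (each 0.5 mM as added) for 1 h at 37 °C, then compound for 1 h at 37 °C. Luminescence was read after 15 min at room temperature.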
DRD3 agonist = qHTS of D3 Dopamine Receptor Agonist: qHTS. AID 652048, 2013. 410,000 tested, 0.58% active. D(3) dopamine receptor (Homo sapiens), P35462. max activation, %. D3R DiscoveRx beta-arrestin cells, luminescence, 90 min; in the data active = max activation above about 30%; note: 0% is about no effect; mostly tested at two doses, the higher about 12 µM
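Agonist mode: compounds and dopamine controls were applied to plated cells for 90 min at 37 degrees C after an overnight attachment at 1500 cells/well. Luminescent read-out followed 30 - 60 minutes at room temperature with DiscoveRx detection reagent.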
KB-V1 cytotox = qHTS assay for MDR1-selective chemotherapeutics: Primary screen using the drug-selected MDR subline cells KB-V1 | KB-V1 MDR cells viability, CellTiter-Glo, 72 h | Potency, µM (top dose mostly 46.1 µM), without a hit: at the highest dose activity change, negative = cytotoxicity, hits mostly cytotoxic | 400,000 tested, 3.4% active | AID 1347076, 2019; note: potency is the fitted concentration of half-maximal effect; % is set by controls: 0 for no effect and ±100 for the full control effect; nearly all actives have a fitted effect of over 60% in size
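In this primary screen, KB-V1 cells overexpressing P-gp are incubated with library compounds (lowest to highest concentration) for 72 h at 37 degrees C before a luminescent ATP viability read.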
aSyn yeast inh = qHTS of alpha-syn Inhibitors | Yeast expressing alpha-synuclein, growth rescue, BacTiter-Glo, 24 h | Potency, µM (highest dose often 46.1 µM), for inactives: at the highest dose growth rescue (activation), most hits filed as activators | 370,000 tested, 0.14% active | AID 652106, 2013; note: potency is the fitted concentration of half-maximal effect; % of control where 0% means no effect; nearly all actives have a fitted effect of over 65% in size
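Rescue of yeast growth: cells expressing toxic alpha-synuclein, induced in galactose at OD600 0.02, incubated with compound 24 h at 30 C. ATP luminescence quantified growth; inhibitors of toxicity appear as activators.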
GLP-1R agonist = qHTS of GLP-1 Receptor Agonists. HEK293 GLP-1R CRE-luciferase, luminescence, 4-6 h; cells express a hypersensitive GLP-1R form. Potency, µM (doses to about 45.6 µM), inactives show at the highest dose activation, usual class: activators. AID 624172, 2012. Glucagon-like peptide 1 receptor (Homo sapiens), P43220. 380,000 tested, 0.007% active; note: potency is the fitted concentration of half-maximal effect; % of control where 0% means no effect
Target sequence (P43220 whole entry, looked up): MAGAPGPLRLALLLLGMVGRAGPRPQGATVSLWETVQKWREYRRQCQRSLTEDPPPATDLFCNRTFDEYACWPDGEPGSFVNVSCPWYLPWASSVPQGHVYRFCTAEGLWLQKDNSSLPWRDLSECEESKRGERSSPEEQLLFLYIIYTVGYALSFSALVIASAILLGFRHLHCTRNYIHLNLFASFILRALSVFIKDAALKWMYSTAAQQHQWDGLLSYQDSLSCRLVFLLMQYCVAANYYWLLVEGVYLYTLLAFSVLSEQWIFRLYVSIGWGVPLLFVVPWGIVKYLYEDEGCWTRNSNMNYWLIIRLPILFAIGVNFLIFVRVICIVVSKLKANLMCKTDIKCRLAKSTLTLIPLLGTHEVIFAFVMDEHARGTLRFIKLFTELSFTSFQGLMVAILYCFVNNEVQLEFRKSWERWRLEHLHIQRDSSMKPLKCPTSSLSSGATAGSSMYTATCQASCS
GLP-1R inv ag = qHTS of GLP-1 Receptor Inverse Agonists (Inhibition Mode); 410,000 tested, 1.6% active; Potency, µM (highest dose often 38.3 µM), inactives show at the highest dose activity change, negative = inhibition, most hits filed as inhibitors; Glucagon-like peptide 1 receptor (Homo sapiens), P43220; HEK293 GLP-1R CRE-luciferase, luminescence, 24 h; GLP-1R form is constitutively active; note: potency is the fitted concentration of half-maximal effect; % is set by controls: 0 for no effect and ±100 for the full control effect; nearly all actives have a fitted effect of over 55% in size
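Stable HEK293 clone (constitutively active GLP-1R + cAMP-response luciferase); 200 cells/uL plated, 12 h pre-culture, compound 24 hr, 37 deg C/5% CO2; detection reagent 12 min RT; luminescence.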
D3 antag = qHTS of D3 Dopamine Receptor Antagonist: qHTS; D(3) dopamine receptor (Homo sapiens), P35462; D3R cells, DiscoveRx beta-arrestin luminescence, antagonist mode; active compounds read low; max response, negative = inhibition, %; 360,000 tested, 2.5% active; in the data active = max response below about -50%; inconclusive = no clear call, values can overlap the other calls; note: % is set by controls: 0 for no effect and ±100 for the full control effect; mostly tested at two doses, the higher about 12 µM
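Cells plated overnight at 1500 cells/well, then exposed to library compounds with dopamine controls for 90 minutes at 37 degrees C. DiscoveRx reagent added for 30–60 minutes at room temperature; luminescence read, quantitative HTS format.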
HEK293 tox = qHTS of GLP-1 Receptor Inverse Agonists: Cytotox Screen. Potency, µM (titrated, usually from 38.3 µM), inactives show at the top dose activity change, negative = inhibition, hits mostly inhibitors. 410,000 tested, 0.13% active. HEK293 cAMP-luciferase reporter cells, luminescence, 24 h;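 note: loss of luciferase light is scored as toxicity; potency is the fitted concentration of half-maximal effect; % is set by controls: 0 for no effect and ±100 for the full control effect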
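Step one: seed cells (200 cells/uL, DMEM with 10% Nu serum, 1% pen-strep). Step two: 12-hour incubation at 37 deg C. Step three: pin 23 nL compound, incubate 24 hr. Step four: add luciferase reagent, read luminescence 12 min later.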
TDP-43 yeast inh = qHTS of TDP-43 Inhibitors | TDP-43 expressing yeast growth rescue, BacTiter-Glo, 24 h | Potency, µM (top dose mostly 46.1 µM), for the others: at the highest dose growth rescue (activation), usual class: activators | 410,000 tested, 1.8% active | AID 652104, 2013; note: potency is the fitted concentration of half-maximal effect; % of control where 0% means no effect; nearly all actives have a fitted effect of over 50% in size
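Readout is BacTiter-Glo luminescence of cell growth, so inhibitors register as activators. TDP-43-expressing yeast at OD600=0.02 in galactose medium, after raffinose pregrowth to mid-log, were incubated with compound for 24 hr at 30 deg C.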
The depositor's hits bear a star; i = inactive; ? = inconclusive; nt = no result given; & = joins results of further samples; [ ] = dose if it differs, or a comment. Unless noted, calls come from the whole dose curve; as a rule, active = well fitted curve in the direction sought with a large enough effect; inconclusive = small, poorly fitted or top-dose-only effect, or another doubt; inactive = no such curve, though single readings can be large; an effect the other way counts as inactive or inconclusive. Some of the compounds tested; the hit share may differ from the screen's.

SMILES | PTHR1 ag | DRD3 agonist | KB-V1 cytotox | aSyn yeast inh | GLP-1R agonist | GLP-1R inv ag | D3 antag | HEK293 tox | TDP-43 yeast inh
CC(C)(C)OC(=O)N1CCC2(CC1)Oc1ccc(Cl)cc1C(=O)C21CC(c2ccc(Cl)cc2)=NO1 (stereo unspecified) | i | 1 | -1% | 2% | -3% | -10% | 6 | -4% | 24%
COCCn1c(C)cc(C(=O)COC(=O)c2n[nH]c3ccccc23)c1C | -22%[57.5 µM] | 2 | 9.2µM* | -5% | -12% | ? | 21 | -20% | 14%
CNC(=O)/C=C1\NC(C)(C)Cc2c1ccc1ccccc21 | -21% | 2 | ? | -12% | 16% | ? | 25 | -8% | 23%
Cc1nn(Cc2c(F)c(F)c(F)c(F)c2F)c(C)c1NC(=O)c1ccc(COc2ccc(F)cc2)o1 | -12%[57.5 µM] | 2 | -6% | 20% | 1% | ? | 15 | 8% | -2%
CC(C)OC(=O)CN1C(=O)C(=O)c2ccccc21 | -24%[57.5 µM] | -36 | ? | 7% | 0% | -13% | -6 | -14% | 4%
OCCN(CCO)Cc1csc2ccccc12 | i | -7 | -7% | 2% | -1% | -3% | ? | -4% | 18%
CCCS(=O)(=O)NC(=O)C1(C)CCN(C(=O)Cc2ccc(OC)c(OC)c2)C1 (stereo unspecified) | i | 4 | 3% | -5% | -5% | 23% | 19 | 5% | 25%
CCOC(=O)N1CCN(CCC(=O)Nc2ccc(C)cc2)CC1 | -6% | 3 | -5% | 1% | -8% | 7% | -24 | 5% | 2%
CC(=O)Nc1ccc(C)cc1-c1nc2ccccc2n(Cc2cccc(Br)c2)c1=O | i | -1 | 23% | nt | nt | -4% | nt | 5% | -3%
O=C(NC(=O)N1CCCc2ccccc21)c1ccccc1 | i | 5 | -1% | 4% | 1% | 7% | 3 | 11% | 20%
Cc1ccc(-c2nnn(CC(=O)NCCc3ccc4c(c3)OCO4)n2)cc1 | -2% | -1 | ? | 0% | 11% | 1% | -11 | -2% | -11%
CCN(CC)CCn1c(SCC(=O)Nc2cccc(OC)c2)nc2c(sc3ccccc32)c1=O | i | -6 | -22% | 2% | 13% | ? | -17 | ? | 2%
CCc1ccc(NC2CC(=O)N(c3ccc(OC)cc3OC)C2=O)cc1 (stereo unspecified) | -86%[inhibitor] | -7 | -2% | -23% | -7% | -1% | -1 | -18% | -22%
COC(=O)c1ccccc1NC(=O)CNC(=O)c1ccc(OC)c(OC)c1 | -66%[inhibitor] | -2 | -24% | 8% | 11% | 41%[activator] | -4 | 13% | -14%[9.22 µM]
O=C(O)/C(=C\c1ccc(Cl)cc1)c1ccc(F)cc1 | -1% | 0 | 9% | -13% | 0% | -1% | 5 | -1% | ?
O=C(Nc1c2c(nn1-c1ccc(Cl)cc1)CS(=O)(=O)C2)c1cccc(Cl)c1 | -23% | -5 | ? | -4% | -1% | ? | nt | -10% | 6%
COc1cc(C=O)ccc1OCC(=O)N1CCCC1 | i | -1 | 7% | -11% | -5% | 5% | 12 | 2% | 9%
COC(=O)c1cnc(Oc2ccc(NC(=O)NC(=O)c3c(OC)cccc3OC)cc2)cc1C(F)(F)F | i | -11 | 2.3µM* | 13% | 17% | ? | -30 | ? | 4%
COc1ccc(CNC(=O)Cn2cc([N+](=O)[O-])nc2C)cc1 | i | 1 | 8% | -10% | -7% | 0% | 5 | -5% | 28%
CCc1cc(C(=O)NCCN(C)C)cs1 | i | -18 | 0% | 1% | -14% | 2% | -13 | -9% | -19%
CCc1ccc2c(c1)cc(CN(C(=S)Nc1ccccc1Cl)C1CC1)c1nnnn12 | -1%[57.5 µM] | -4 | 4% | -5% | 0% | 66%[activator] | -13 | 1% | -14%
O=C(N/N=C/c1ccccc1Cl)c1ccncc1 | i | 4 | 25% | -11% | -1% | 0% | -10 | 2% | -15%
CC(C)CC1C(=O)N(Cc2cn(CCC3OCCO3)nn2)CCS(=O)(=O)N1Cc1ccc(-c2ccncc2)cc1 (stereo unspecified) | -45%[inhibitor] | -3 | 2% | -1% | 3% | 23% | 11 | 3% | ?
Nc1[nH]c(C(=O)c2ccccc2)c(-c2ccc(Br)cc2)c1C(=O)NC1CCCCC1 | -3% | 2 | ? | ? | 9% | 13% | 0 | 4% | 0%
Cn1c(C(=O)N2CCCC(C(=O)NCc3cccs3)C2)cc2sccc21 (stereo unspecified) | 7%[57.5 µM] | 3 | -20% | 17% | -5% | -1% | ? | 1% | -8%
COc1ccc(CN2C(=O)c3cccc4cccc2c34)cc1F | -11% | 3 | ? | 1% | 31% | ? | 4 | 111%[activator] | 27%
COC(=O)c1ccccc1NC(=S)NC(NC(=O)COc1ccccc1)C(Cl)(Cl)Cl (stereo unspecified) | -12% | 5 | 1% | -1% | -3% | ? | ? | 11% | 5%
CCOC(=O)c1cnn(-c2ccccc2)c1-n1cccc1C(=O)C(=O)N(C)C | i | 1 | -10% | 0% | 0% | -28% | 21 | -6% | -13%
CCCCCCCCCCCCC(NC(C)=O)(C(=O)OCC)C(=O)OCC | i | 2 | 14% | -5% | 15% | ? | 3 | -2% | -4%
COC(=O)c1cc(Br)ccc1NC(=O)CSCc1c(C)noc1C | -37%[inhibitor] | -2 | -18% | 1% | 12% | ? | 3 | 0% | 0%
COc1cc(C(CC(=O)Nc2ncccc2C)N2Cc3ccccc3C2=O)cc(OC)c1OC (stereo unspecified) | i | 3&1 | -6%&0% | 1%&-2% | -6%&4% | 2%&-2% | -2 | -1%&-14% | 16%&17%
O=C(COC(=O)c1ccc2ncsc2c1)NC(=O)NCc1ccccc1 | i | 5 | 0% | 7% | -1% | 19% | -5 | -12% | 2%
COc1cc(C)ccc1OCCON1C(=O)CCC1=O | -10% | 6 | 5% | 5% | 0% | 3% | -10 | -6% | 11%
O=C(NCc1ccccc1)c1cc2sccc2n1Cc1ccc(Cl)cc1 | -16% | -23 | 14% | nt | -2% | ? | nt | -15% | 4%
O=C(CCC(=O)Nc1ccccc1)NNC(=O)c1ccco1 | ? | 0 | 34% | -2% | -5% | 0% | ? | 2% | -24%
CC(C)=CCC/C(C)=C/C=N/NC(=O)c1cccc([N+](=O)[O-])c1 | -6% | -5 | ? | -3% | -3% | 19% | 22 | -3% | 19%
NS(=O)(=O)c1ccc(CCNC(=O)c2ccccc2Cc2ccccc2)cc1 | -1% | -13 | 17% | -3% | -3% | 8% | -11 | 7% | -7%
O=C(CSc1nc2c(oc3ccccc32)c(=O)n1Cc1ccco1)Nc1cccc(Cl)c1 | -8% | -13 | -2% | nt | nt | 1% | nt | -1% | 6%
CCOc1ccc2nc(N3CCCC(C(=O)NCC4CCCO4)C3)sc2c1 (stereo unspecified) | -6% | 6 | ? | ? | 7% | 4% | -8 | 4% | -3%
Cc1cc(C)cc(NC(=O)C2CCN(c3nc4ccccc4nc3C(F)(F)F)CC2)c1 | -1% | 8 | -22% | nt | nt | -18% | nt | -8% | 17%
Cc1ccc(S(=O)(=O)N2CCCCC2)cc1C(=O)Nc1ccc(S(=O)(=O)Nc2ncccn2)cc1 | -11% | 4 | 13% | 20% | -1% | 6% | 99 | -5% | 10%
CC1CCC(NC(=O)C2(C)CCC(=O)N2Cc2cccnc2)CC1 (stereo unspecified) | -10% | 6 | ? | -6% | 6% | 0% | 14 | 2% | 15%
CCNC(=S)N1CCC(c2nc3cc(C)c(C)cc3[nH]2)CC1 | i | -10 | 5% | 1% | 16% | 3% | -1 | -11% | -1%[9.22 µM]
N#C/C(=C/c1ccc(O)c(O)c1)c1nc2ccccc2[nH]1 | -3% | -1 | -5% | -13% | 15% | 18% | -12 | -24% | 17%
Cc1cc(C)c2c3c(sc2n1)C(=O)N(c1ccccc1)CC(=O)N3 | -16% | -2 | 3% | -25% | 7% | 2% | 2 | -1% | -18%
O=[N+]([O-])c1ccc(N2CCN(S(=O)(=O)c3ccc4ccccc4c3)CC2)cc1NCC1CCCO1 (stereo unspecified) | i | -10 | 0% | 0% | 10% | 47%[activator] | -21 | 4% | -15%
CC(=O)N1CCc2c(sc(NC(=O)CSc3ccccc3)c2-c2nc3ccccc3s2)C1 | i | -3 | nt | 4µM* | nt | -26% | nt | -12% | 23%
O=C(c1c(F)c(F)c(F)c(F)c1F)N1CCc2ccccc21 | i | 1 | 16% | -11% | -9% | 12% | 7 | -15% | 16%
O=S(=O)(NCc1ccccc1)[C@@H]1CC2C=CC1C2 (stereo partly specified) | i | -15 | 0%&-6% | -2% | 4% | 5% | 9 | 2% | -1%
CCN(C[C@H]1N[C@@](CC)(C(=O)OC)[C@H]2C(=O)N(C)C(=O)[C@@H]12)C(=O)COC | -1% | -20 | 5% | 0% | -4% | 6% | 4 | -1% | 8%
COc1cc(OC)c(NC(=O)N2CCc3c(sc4c3CCCC4)C2c2ccccc2)cc1Cl (stereo unspecified) | i | -5 | 0% | nt | nt | 9% | nt | 1% | 15%

Screens (PubChem)
